Source: PubChem BioAssay
ADAM17 inh: ADAM17 inhibitors, primary screen, biochemical, QFRET. Disintegrin and metalloproteinase domain-containing protein 17 (Homo sapiens), P78536. recombinant ADAM17, EDANS/DABCYL FRET peptide cleavage. inhibition, % at 6.95 µM. actives 0.83% (n = 370,000);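 active means inhibition above the mean of compounds lying between control limits plus 3 SD, set per campaign, cut at about 8.5% in these data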;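 further: 0% = DMSO-only wells as the low control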
ADAM10 inh: human ADAM10 inhibitors, primary screen, biochemical, QFRET, HTS. AID 720582, 2013. Disintegrin and metalloproteinase domain-containing protein 10 (Homo sapiens), O14672. inhibition, % at 7 µM. actives 0.62% (n = 370,000). recombinant ADAM10, EDANS/DABCYL FRET peptide cleavage, 3 h;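 active means inhibition above a per-campaign cutoff equal to the mean of compounds falling between control-based bounds plus 3 SD, cut at about 20% in these data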;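 further: 0% = DMSO wells while the 100% control is not disclosed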
Target sequence (O14672 214-748 limits assumed): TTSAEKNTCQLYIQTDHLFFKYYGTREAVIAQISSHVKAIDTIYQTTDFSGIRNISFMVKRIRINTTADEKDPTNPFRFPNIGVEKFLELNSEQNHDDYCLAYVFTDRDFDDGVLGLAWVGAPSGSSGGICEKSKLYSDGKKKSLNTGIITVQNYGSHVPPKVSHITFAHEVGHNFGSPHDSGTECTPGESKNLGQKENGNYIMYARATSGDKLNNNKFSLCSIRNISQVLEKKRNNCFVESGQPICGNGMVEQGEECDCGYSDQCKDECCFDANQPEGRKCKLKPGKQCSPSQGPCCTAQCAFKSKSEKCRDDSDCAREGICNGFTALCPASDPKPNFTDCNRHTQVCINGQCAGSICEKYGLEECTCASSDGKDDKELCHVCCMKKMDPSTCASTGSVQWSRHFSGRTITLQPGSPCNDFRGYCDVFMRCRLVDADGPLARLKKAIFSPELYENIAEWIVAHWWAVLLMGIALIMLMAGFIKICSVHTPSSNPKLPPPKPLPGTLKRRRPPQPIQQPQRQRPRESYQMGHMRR
SMARCA2 activ: SMARCA2 (BRM) function activators, primary screen, cell-based, luminescence, high throughput; MG213 cells, MMTV-luciferase reporter, dexamethasone, overnight; activation, % at 9.1 µM; actives 1% (n = 370,000); in the data active means activation above about 7.8%;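 further: 0% = vehicle wells and 100% = reference activator wells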
DAX1 inh-1: DAX1 (NR0B1) inhibitors on StAR promoter, primary screen, cell-based, luminescence, SF-1 (NR5A1), full-length DAX-1; HEK293T StAR-luciferase reporter, SF-1/DAX-1 repression relief; inhibition, % at 6.8 µM; actives 1.1% (n = 370,000); AID 652010, 2013;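 active means inhibition above the mean over all tested compounds plus 3 SD, cut at about 3.6% in these data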;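 further: 0% = DAX-1 cells with DMSO and 100% = cells lacking DAX-1 with DMSO; higher inhibition means more luminescence from relief of DAX-1 repression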
ssDAF12 agonist: S. stercoralis DAF-12 nuclear receptor activators, primary screen, cell-based, luminescence, HEK293, GRIP1 co-expression, lit1-tk-luc. actives 1% (n = 370,000). Nuclear hormone receptor DAF-12 (Strongyloides stercoralis). activation, % at 6.8 µM. HEK293 ssDAF-12/GRIP1 lit1-tk-luc reporter; % of 3 µM dafachronic acid response;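 active means activation above the mean over all tested compounds plus 3 SD, cut at about 0.9% in these data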;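 further: 0% = DMSO-only wells and 100% = 3 µM delta7-dafachronic acid wells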
GAA850 FXN act: FXN promoter activators, primary screen, cell-based, luciferase luminescence, HEK293 lucGAA850; HEK293 lucGAA850 FXN promoter luciferase reporter, 24 h; percent of 10 µM SAHA response; actives 0.56% (n = 360,000); activation, % at 6 µM;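 active means activation above the average of all compounds screened plus 3 SD, cutoff fixed separately per campaign, cut at about 7.5% in these data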;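 further: 0% = DMSO wells and 100% = 10 µM SAHA wells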
PG9 binder: binders of HIV-1 gp120 antibody PG9, primary screen, biochemical, TR-FRET; inhibition, % at 6.7 µM; TR-FRET gp120-PG9 antibody binding; HIV-1 gp120 / PG9 antibody interaction; actives 0.43% (n = 360,000); in the data active means inhibition above about 8.5%
DAX1 inh-2: DAX1 (NR0B1) inhibitors, primary screen, cell-based, HEK293, Gal4-DAX1, luciferase luminescence | HEK293 Gal4-DAX1 luciferase reporter | inhibition, % at 6.75 µM | actives 0.99% (n = 340,000) | AID 504766, 2011;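 active means inhibition above the mean over all tested compounds plus 3 SD, cut at about 4.2% in these data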;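 further: 0% = DAX1-transfected cells with DMSO and 100% = empty-vector control cells with DMSO; inhibition shows as a rise in luminescence from relieved DAX1 repression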
Target sequence (P51843 207-470 limits assumed): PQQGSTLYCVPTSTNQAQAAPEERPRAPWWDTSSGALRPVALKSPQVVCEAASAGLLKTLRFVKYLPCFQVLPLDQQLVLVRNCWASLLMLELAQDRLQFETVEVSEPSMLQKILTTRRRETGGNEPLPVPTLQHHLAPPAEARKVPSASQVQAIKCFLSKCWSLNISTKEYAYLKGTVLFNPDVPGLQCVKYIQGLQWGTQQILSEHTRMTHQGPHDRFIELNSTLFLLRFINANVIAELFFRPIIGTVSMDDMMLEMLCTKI
hcDAF-12 act: H. contortus DAF-12 nuclear receptor activators, primary screen, cell-based, luminescence, HEK293, lit1-tk-luc reporter. actives 1.4% (n = 370,000). activation, % at 6.8 µM. HEK293 hcDAF-12 lit1-tk-luc reporter; 0% DMSO, 100% Δ7-dafachronic acid;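 active means activation above the mean of all tested compounds plus 3 SD, cut at about 5.5% in these data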;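 further: 100% = response to 3 µM Δ7-dafachronic acid high control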
hgDAF-12 ag: H. glycines DAF-12 receptor agonists, primary screen, cell-based, luminescence, HEK293, GAL4 fusion, UAS-luciferase; AID 687014, 2013; HEK293 GAL4-hgDAF12 UAS-luciferase reporter, agonist luminescence; normalized to butyrate control; Nuclear hormone receptor DAF-12 (Heterodera glycines), GAL4 fusion; activation, % at 6.8 µM; actives 1.8% (n = 370,000);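 active means activation above a cutoff set at the mean of all screened compounds plus 3 SD, cut at about 10% in these data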;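 further: 0% = DMSO wells and 100% = sodium butyrate wells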
GC-A act: GC-A stimulated cGMP production enhancers – HEK293 GC-A cells, cGMP TR-FRET, EC30 ANP, primary screen | AID 1671463, 2021 | 0% at EC30 ANP, 100% saturating ANP | activation, % at 10 µM | actives 0.14% (n = 370,000); in the data active means activation above about 40%
Active calls of the source: *; i = inactive; · = no result given.

Value order: ADAM17 inh	ADAM10 inh	SMARCA2 activ	DAX1 inh-1	ssDAF12 agonist	GAA850 FXN act	PG9 binder	DAX1 inh-2	hcDAF-12 act	hgDAF-12 ag	GC-A act
> CCCn1c(SCC(=O)Nc2cccc(C)n2)nnc1C(C)C
  -1	-2	-2	0.2	-0.6	0.5	-0.2	·	-0.6	1.4	3
> Cc1ccc(S(=O)(=O)N(C)C)cc1NC(=O)c1cc(-c2ccncc2)nc2ccccc12
  0	-5	3	-2.5	-1.0	-1.7	-1.6	-1.2	-1.1	-2.5	-4
> C=CCn1c(N)cc(=O)nc1SC(C)C(=O)Nc1ccc(C(=O)OCC)cc1 (configuration not stated)
  -13	-29	0	1.4	0.1	1.2	-1.9	-0.2	-0.1	3.3	-1
> CN(CCc1ccccc1)C(=O)c1ccc(NC(=O)Cc2ccc(NC(=O)C3CCCN(C(=O)C4CCCCC4)C3)cc2)cc1 (configuration not stated)
  0	6	-4	-1.9	-1.1	1.4	-1.1	-1.2	-0.9	0.2	0
> CCCCN(C(=O)c1cc(OC)c(OC)c(OC)c1)C1=CC2CCC(C1)N2C (configuration not stated)
  -4	-6	0	-0.5	-1.0	2.2	0.5	1.1	-2.2	-0.7	-2
> O=C(CCS(=O)(=O)c1cccc2nonc12)NC1CCCCCC1
  -4	-29	-3	0.9	-1.0	0.2	-0.5	-0.8	-0.1	-1.1	3
> Cc1ccc(C(=O)N/C(=C/C=C\c2ccccc2)C(=O)NCc2ccco2)cc1
  0	9	7	0.0	-0.8	-1.0	-3.1	-1.1	1.0	0.4	-2
> C/C(CC(=O)Nc1ccccc1C#N)=N\NC(=O)c1ccncc1
  -5	-6	0	0.1	-0.7	1.6	0.6	0.9	3.2	0.2	4
> CC(OC(=O)CNC(=O)C1CCCCC1)C(=O)NCc1ccccc1 (configuration not stated)
  1	-5	1	0.1	1.6*	-0.3	0.7	0.9	-0.1	-0.5	-3
> COc1ccc(CN(C2CCCC2)S(=O)(=O)c2ccc(-n3cnnn3)c(OC)c2)cc1OC
  -3	3	3	-0.3	-1.6	1.0	-0.7	-1.0	-2.8	-2.0	0
> CC1(C)CC(=O)/C(=C\c2cccc([N+](=O)[O-])c2)C(C)(C)N1
  1	2	2	-0.8	-0.1	1.9	-1.6	-0.2	-0.5	-1.6	2
> Cc1cc(NC(=O)C(C)SCC(=O)OC(C)C(=O)Nc2ccc(F)cc2Cl)no1 (configuration not stated)
  -7	-13	1	0.1	-0.8	-0.9	-1.5	-2.1	-1.2	-1.2	-3
> O=C1Cc2cc(S(=O)(=O)N3CCN(c4ccccc4)CC3)ccc2N1
  0	-5	-1	0.2	-0.8	-1.8	-2.1	0.8	-0.7	-0.8	1
> CCOC(=O)C1CCN(C(=O)c2ccc(NC(=O)C3CCCO3)cc2)CC1 (configuration not stated)
  -6	-13	-2	-0.3	-0.9	-0.3	0.5	-0.7	-1.8	-1.7	-5
> O=C(CCC(=O)N1CCOc2ccccc21)N1CCOCC1
  -3	-13	0	0.6	-1.4	0.7	-0.1	-0.2	1.5	2.0	2
> CCOC(=O)NCc1ccc2[nH]c(C)cc2c1
  -7	-26	-2	0.1	-1.1	0.9	-1.1	0.8	-1.1	-2.2	0
> CC(=O)Nc1ccc(C=NNc2ccc([N+](=O)[O-])cc2S(=O)(=O)Nc2ccccc2C(=O)O)cc1
  3	-2	-4	3.9*	-1.0	1.0	1.7	0.8	-0.9	-2.1	-1
> CC1(C)CC(=O)C(C=NCCO)=C(O)C1
  0	-2	0	0.2	-1.1	-1.3	-1.5	1.3	-0.7	0.4	1
> O=C1CC(c2ccc(S(=O)(=O)N3CCCCC3)cc2)CN1 (configuration not stated)
  2	8	1	-0.1	-0.8	2.2	-1.4	-0.3	0.0	-1.2	1
> COC(=O)c1ccc(CN2C(=O)[C@]3(OCCC=C[C@H]3C)c3ccccc32)cc1
  -2	-1	1	1.7	-0.6	·	1.0	·	-1.0	-2.2	2
> CN1C(=O)c2ccccc2N(C)C1c1ccc(F)cc1 (configuration not stated)
  -437	i	-2	-0.4	-0.8	-1.1	-1.6	-0.3	-0.7	-0.8	-4
> CCCCNC(=O)C1(C)CCC(=O)N1C1CCN(Cc2ccccc2)CC1 (configuration not stated)
  -7	0	-3	-0.4	-0.5	·	-0.3	·	-1.9	-3.0	-8
> C=C(C)c1cccc(C(C)(C)NC(=O)Nc2nncs2)c1
  -5	1	-2	0.2	-1.5	0.9	0.3	4.8*	-1.8	-2.4	-3
> Cc1cccc(C)c1NC(=O)C1(C)CN(S(C)(=O)=O)CC(=O)N1CCc1c[nH]c2ccccc12 (configuration not stated)
  1	-8	-2	1.1	-0.6	·	-2.1	·	2.0	2.8	0
> CC(C)(Oc1ccc(Cl)cc1)C(=O)NCc1ccncc1
  0	-8	-4	-0.7	-1.1	-1.2	0.9	1.0	0.2	0.0	0
> CS(=O)(=O)c1cccc(C(=O)NCc2ccc(F)cc2)c1
  -6	-12	0	-0.3	-0.8	-1.4	0.6	0.1	-1.5	-1.4	-1
> COC(=O)Nc1ccc(S(=O)(=O)NNC(=O)c2c(O)c3ccccc3n(C)c2=O)cc1
  0	1	0	2.5	-0.5	-0.5	1.5	-0.7	2.9	4.3	1
> CSCC[C@H](NC(=O)c1ccc2c(c1)OCO2)c1nnc2ccccn12
  0	1	-2	-0.2	0.1	0.1	-0.9	-0.2	-2.3	-1.3	4
> Cc1ccc(NS(=O)(=O)c2ccc(-c3coc(C)n3)cc2)c(C)c1
  4	8	1	-0.2	-1.2	-0.5	1.5	1.0	-1.2	-0.7	4
> O=[N+]([O-])c1ccc(C(S(=O)(=O)Cc2ccccc2)S(=O)(=O)Cc2ccccc2)cc1
  2	-6	-4	-0.2	-0.6	-1.5	0.6	2.0	1.2	1.4	1

Ordered by the number under ADAM17 inh (largest number first): 3 of the compounds above.
| mol | ADAM17 inh |
| --- | --- |
| CC1(C)CC(=O)C(C=NCCO)=C(O)C1 | 0 |
| CCCn1c(SCC(=O)Nc2cccc(C)n2)nnc1C(C)C | -1 |
| C=CCn1c(N)cc(=O)nc1SC(C)C(=O)Nc1ccc(C(=O)OCC)cc1 (configuration not stated) | -13 |

Next structures.
Value order: ADAM17 inh	ADAM10 inh	SMARCA2 activ	DAX1 inh-1	ssDAF12 agonist	GAA850 FXN act	PG9 binder	DAX1 inh-2	hcDAF-12 act	hgDAF-12 ag	GC-A act
> CCCC(C)C(=O)Nc1nc(C)c(-c2csc(Nc3ccccc3OC)n2)s1 (configuration not stated)
  1	7	1	0.7	-1.4	-1.5	-1.2	-1.2	0.1	0.5	-3
> Cc1csc(NC(=O)C(C)Oc2ccc(Br)cc2)n1 (configuration not stated)
  -3	-6	-2	-2.5	-1.1	0.5	2.6	-0.3	-2.3	3.2	-5
> COc1ccc(C2=NN(C(=O)CSc3nc4ccccc4s3)C(c3ccc(F)cc3)C2)cc1 (configuration not stated)
  0	-5	0	0.1	0.8	-1.1	-0.3	2.5	0.5	-0.5	-2
> CN(Cc1ccccc1)S(=O)(=O)c1ccc2c(c1)n(C)c(=O)c(=O)n2C
  -5	-9	-4	0.3	-1.3	-0.2	-3.6	-1.5	-1.9	-1.8	-3
> CO/N=C(\c1ccccc1)c1cccnc1
  0	4	-3	0.1	-0.1	2.6	-0.2	3.3	-1.0	1.7	4
> Cc1cc(C)cc(C(=O)Nc2nnc(SCC(=O)N3CCCc4ccccc43)s2)c1
  -2	3	1	-0.4	-1.1	1.9	-1.2	0.3	-2.3	0.2	1
> CSc1ccccc1NC(=O)Cc1ccccc1
  -7	-6	-3	0.3	-1.2	1.3	0.8	-0.2	-1.0	2.4	1
> CCc1ccc(NC(=O)CCC(=O)Nc2nnc(C(C)C)s2)cc1
  -1	-7	-3	-0.1	-0.5	0.2	-1.9	0.3	-0.5	0.1	-2
> Cc1ccc(Nc2nc(N)c([N+](=O)[O-])c(NCc3ccco3)n2)cc1C
  7	17	2	1.0	-1.4	7.8*	1.0	0.1	-0.3	8.8	18
> Cc1ccccc1C(=O)NNC(=O)c1ccncc1
  -1	-1	-2	0.1	-0.7	1.8	0.3	-0.6	-0.9	-1.2	-2
> NNC(=O)COc1ccc(C2SCCS2)cc1
  -3	-8	-2	-0.5	-1.1	0.2	-2.0	-0.8	-0.7	0.0	-4
> CCCc1cc(=O)[nH]c(SCC(=O)Nc2ccccc2C#N)n1
  0	0	-1	0.8	-1.5	-1.1	0.3	0.6	-1.0	-2.1	-3
> COc1cccc(/C=N/NC(=O)c2cccc(N3CCCC3=O)c2)c1
  1	1	5	0.9	0.1	2.0	-0.1	4.0	1.3	9.9	-5
> O=C(CC[C@H]1O[C@@H](n2ccc(=O)[nH]c2=O)[C@H](O)[C@@H]1O)N[C@H](Cc1ccccc1)C(=O)NCc1cccs1
  -1	1	4	-0.1	0.1	·	-1.1	·	0.6	2.3	2
